PKA-R1A activ – activates the PKA-R1A holoenzyme complex; P00514+P68181; PKA-R1A dissociation, Cy5-IP20 fluorescence polarization; scaled: DMSO 0%, 113 µM cGMP 100%; activation, % at 11.4 µM; actives 0.083% (n = 340,000); AID 504707;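 active means percent activation above the mean of all tested compounds plus 3 SD, cut at about 19% in these data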;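 further: higher means more PKAc released from R1A so a rise in polarization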
Arr AP2 block – blocks beta-arrestin peptide binding to AP2 adaptin | AID 504490 | inhibition, % at 10 µM | actives 0.31% (n = 340,000) | FITC-arrestin peptide / GST-AP2 beads, flow cytometry; AP2 beta2 appendage carries R879A mutation;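 active means inhibition above a set limit, near 3 SD of compounds lacking own fluorescence, cut at about 54% in these data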;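 further: plate controls were DMSO wells for no effect and 5 µM unlabelled arrestin peptide for full effect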
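Measured by: flow cytometry, FL1 (488/535 nm); Material: AP2 appendage R879A on GSH beads; Evaluation: percent response; Timing: pre-incubation 12 min, peptide binding 1 h, room temperature; Also added: 50 nM FITC-arrestin peptide; Medium: PBS with 0.05% Tween 20 and 0.1% BSA.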
DSG3 Ab inh – human desmoglein-3 autoantibody binding inhibition | P32926 | DSG3-coupled beads, scFv-anti-DSG3-GFP binding, flow cytometry; stronger effect = lower value | binding (percent of control), % at 10 µM | actives 0.48% (n = 310,000);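 active means binding more than 3 SD below its plate's average and above zero; inconclusive means below that plate limit but binding exactly zero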;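 further: hits lower antibody fragment binding to DSG3; some compounds called inactive have numbers as strong as hits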
Target sequence (P32926 whole entry, looked up, the tested form may be a part): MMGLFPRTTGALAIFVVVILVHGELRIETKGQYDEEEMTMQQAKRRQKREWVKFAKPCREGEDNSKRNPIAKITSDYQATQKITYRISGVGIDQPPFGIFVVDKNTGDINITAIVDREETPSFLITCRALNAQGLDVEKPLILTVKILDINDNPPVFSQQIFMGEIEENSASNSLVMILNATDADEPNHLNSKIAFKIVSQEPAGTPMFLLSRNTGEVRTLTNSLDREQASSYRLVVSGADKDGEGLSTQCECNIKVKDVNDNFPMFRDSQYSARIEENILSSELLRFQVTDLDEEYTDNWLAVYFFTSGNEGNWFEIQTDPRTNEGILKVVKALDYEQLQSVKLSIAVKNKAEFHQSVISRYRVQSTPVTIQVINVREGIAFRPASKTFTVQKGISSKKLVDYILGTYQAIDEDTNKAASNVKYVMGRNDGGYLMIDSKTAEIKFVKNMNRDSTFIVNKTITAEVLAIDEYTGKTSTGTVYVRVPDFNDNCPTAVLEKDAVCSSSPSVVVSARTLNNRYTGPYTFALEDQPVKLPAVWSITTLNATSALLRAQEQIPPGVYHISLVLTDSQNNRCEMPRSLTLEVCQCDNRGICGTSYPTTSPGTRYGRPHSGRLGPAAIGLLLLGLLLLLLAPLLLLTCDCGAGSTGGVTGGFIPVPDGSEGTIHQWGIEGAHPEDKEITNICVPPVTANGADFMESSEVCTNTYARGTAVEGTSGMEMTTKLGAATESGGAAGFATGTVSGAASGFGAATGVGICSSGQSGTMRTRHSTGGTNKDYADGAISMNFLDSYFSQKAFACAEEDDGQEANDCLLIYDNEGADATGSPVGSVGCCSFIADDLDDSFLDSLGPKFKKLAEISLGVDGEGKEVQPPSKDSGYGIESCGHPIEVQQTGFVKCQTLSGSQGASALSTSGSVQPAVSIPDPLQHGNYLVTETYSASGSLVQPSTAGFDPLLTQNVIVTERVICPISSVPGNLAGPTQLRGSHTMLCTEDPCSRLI
E coli growth – reduces bacterial viability in AddAB counter-screen; E. coli V3065 growth, OD600 absorbance, 18 h; inhibition, % at 11.9 µM; actives 0.27% (n = 330,000);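 active means inhibition above the campaign's mean inhibition across all tested compounds plus 3 SD, cut at about 9.9% in these data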;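 further: uninfected addAB+ strain grown without phage in ampicillin broth; 0% = DMSO wells and 100% = ciprofloxacin 0.95 µg/ml wells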
Mot1-301 SUMO – inhibitors of SUMOylation pathway: yeast Mot1-301 growth rescue; S. cerevisiae Mot1-301 growth rescue, ATP luminescence, 38.5C; percent above DMSO median, 100 means doubled; growth rescue, % at 18.8 µM; actives 1% (n = 320,000); AID 2716;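 active means every valid replicate shows activation above 250% relative to neutral control wells; inactive means the rest, any valid replicate at or below 250%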;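 further: OY570 slx delta 5 strain wells were the positive control but not used for scaling; some compounds called inactive have numbers as strong as hits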
Tat transport – E. coli Tat transport inhibition. actives 0.036% (n = 340,000). inhibition, % at 10 µM. E. coli MC4100 TorA-mCherry Tat export, fluorescence. AID 488895;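 active means mean replicate inhibition at least 50% and at least half of replicates individually reaching 50%; inconclusive means only one of the two criteria met; inactive means neither criterion met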;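 further: exported cargo escapes ClpAP degradation while cytoplasmic cargo is degraded and loses fluorescence; 0% = median of neutral control wells and 100% = median of NaSCN control wells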
MOR-DOR inv ag – inverse agonist of human OPRM1-OPRD1 heterodimerization | inhibition, % at 9.3 µM | P35372+P41143 | actives 0.21% (n = 340,000) | cell-based MOR-DOR heterodimer luminescence, inverse agonism; in the data active means inhibition above about 22%, passing the limit was not always enough;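 further: 0% = cells with DMSO and 100% = wells without cells with DMSO; values of inactives mirror those of a sister screen read the other way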
phage Ecoli inh – E. coli growth loss with phage present; inhibition, % at 11.9 µM; actives 0.26% (n = 360,000); AID 651602; growth absorbance; in the data active means inhibition above about 11%
AddAB inh – less growth of phage-infected E. coli with AddAB; E. coli expressing H. pylori AddAB, absorbance growth; inhibition, % at 11.9 µM; actives 0.29% (n = 330,000); AID 435030; in the data active means inhibition above about 12%;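 further: 0% = vehicle wells of infected cells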
PfHsp90 yeast 2 – reduces growth (ATP signal) of yeast expressing P. falciparum Hsp90; S. cerevisiae expressing PfHsp90, BacTiter-Glo ATP, 48 h; yeast lacking PDR1 and PDR3 efflux regulators; inhibition, % at 9.4 µM; actives 0.32% (n = 310,000); AID 504621;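 active means every replicate shows inhibition above about 80%, whatever the replicate mean, limit read from the data; inconclusive means mean inhibition reaches the set limit but some replicate falls short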;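 further: 0% = DMSO neutral controls and 100% = 20 µM radicicol positive controls; yeast relying on Plasmodium falciparum Hsp90 in place of its own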
MOR-DOR ag – OPRM1-OPRD1 heterodimerization agonism | cells, luminescence | AID 504326 | activation, % at 9.3 µM | actives 0.3% (n = 340,000) | P35372+P41143; in the data active means activation above about 18%;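 further: 0% = vehicle-treated cells and 100% = reference agonist; values of inactives mirror those of a sister screen read the other way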
An asterisk follows results filed as active; i = inactive; ? = inconclusive; . = not tested or not shown.

SMILES	PKA-R1A activ	Arr AP2 block	DSG3 Ab inh	E coli growth	Mot1-301 SUMO	Tat transport	MOR-DOR inv ag	phage Ecoli inh	AddAB inh	PfHsp90 yeast 2	MOR-DOR ag
CC(C)C(NS(=O)(=O)c1ccccc1)C(=O)NC1CCCC1 (centres undefined)	-12	7	.	-1.2	36	6	-4	0.4	2.4	18	0.8
CC(C)=CCN1CCN(Cc2ccc(C)s2)CC1CCO (centres undefined)	1	4	83	0.8	33	2	12	2.4	5.2	4	-2.7
Cc1cc(C)c(S(=O)(=O)NCCC2CCCN2C)c(C)c1 (centres undefined)	-9	11	101	-0.4	122	0	10	2.7	0.2	0	-2.4
O=C(c1ccc(F)cc1)N(c1ccccn1)C1CCCCC1	-6	-17	116	-0.8	.	3	1	-0.2	1.1	.	-0.2
CC(C)=CC(=O)OCC(=O)Nc1cc(C)cc(C)c1	0	17	100	0.0	1	-3	3	3.0	0.1	2	-0.5
CCSc1ccc([C@@H]2[C@H]3C(=O)N(C)C(=O)[C@H]3[C@]3(C(=O)OC)CCCCN23)cc1	0	26	117	0.2	-4	10	-21	-0.3	5.8	-8	3.8
COc1cc(SC)ccc1C(=O)Nc1cccc(C2OCCCO2)c1	0	18	97	0.4	-7	2	5	-0.3	3.6	0	-0.9
CNC(=O)CNC(=O)Nc1ccc(C)cc1	-8	30	102	0.2	6	?	19	1.3	1.7	12	-4.0
Cc1cc(=O)[nH]c(N2CCN(c3ccc(Cl)cc3)CC2)n1	-2	9	122	1.5	9	-5	8	-0.1	-0.4	8	-1.6
CCOc1ccccc1-n1c(SCC(=O)Nc2ccccc2C(=O)O)nc2ccccc2c1=O	-4	35	95	-2.1	-2	1	3	0.4	-0.1	9	-0.5
COc1cc(OC)cc(-c2cc3nc4c(c(N5CCN(c6ncccn6)CC5)n3n2)CCCC4)c1	-9	0	110	0.9	57	-7	-8	2.5	-0.5	-34	1.3
NNC(=O)CS(=O)(=O)CS(=O)(=O)CC(=O)NN	-3	11	114	1.0	-5	6	14	-2.5	1.7	-17	-2.8
CCn1cc(C(=O)NC(=S)Nc2ccccc2[N+](=O)[O-])cn1	9	3	104	1.2	-7	5	14	4.4	0.3	17	-2.6
O=C(NNC(=S)Nc1ccc(Cl)cc1)c1cccs1	-8	18	102	-3.9	.	-3	13	-1.6	-6.7	2	-2.4
COc1cccc(/C=C(\CC(=O)O)c2nc3ccccc3s2)c1	-8	-4	105	-1.4	-2	15	-13	4.4	1.2	-18	2.4
COC(=O)c1ccc(Oc2nc(NC(C)C)nc(N(C)C)n2)cc1	-11	0	108	-1.2	.	3	16	2.1	6.1	.	-2.9
CN1CCN(S(=O)(=O)c2ccc(NC(=O)c3ccc(Br)o3)cc2)CC1	0	-2	97	1.6	30	-1	-4	2.0	0.4	.	0.7
COc1ccc(C(=O)N(CCN2CCOCC2)CC(=O)NC2CCCC2)cc1OC	9	-9	97	-1.3	-3	5	-1	3.1	1.3	-8	0.2
O=C(NCc1ccc2c(c1)OCO2)Oc1ccccc1	8	21	100	4.3	-2	-4	-3	2.8	-3.2	-14	0.5
COc1cccc(C(=O)Nc2cccc(-c3ccc(N4CCOCC4)nn3)c2)c1OC	-1	1	108	-1.3	-14	10	-15	3.7	-1.5	.	2.3
Cc1ccc(C2(C)NC(=O)N(CC(=O)NC(=O)NC(C)C)C2=O)cc1 (centres undefined)	1	9	94	-0.6	-3	-8	4	0.9	2.6	19	-0.6
CS(=O)(=O)c1ccc(Cl)c(NC(=O)CN2CCN(S(=O)(=O)/C=C/c3ccccc3)CC2)c1	5	1	.	.	.	1	-2	2.1	.	-4	0.4
O=C(C1CCCN(S(=O)(=O)c2cccc3cccnc23)C1)N1CCN(c2ccccc2F)CC1 (centres undefined)	4	20	109	0.0	-16	-6	13	0.9	3.0	18	-2.5
CCc1ccc(C(CNc2nc(C(F)(F)F)nc3ccccc23)N(C)C)cc1 (centres undefined)	-14	15	102	4.2	-2	-4	i	1.8	5.2	12	82*
O=C1Nc2ccccc2C1C(C[N+](=O)[O-])c1ccccc1 (centres undefined)	3	-10	104	2.0	-20	2	18	0.9	0.8	-27	-3.7

In another format: results already given
Below each compound – PKA-R1A activ | Arr AP2 block | DSG3 Ab inh | E coli growth | Mot1-301 SUMO | Tat transport | MOR-DOR inv ag | phage Ecoli inh | AddAB inh | PfHsp90 yeast 2 | MOR-DOR ag
COc1cccc(/C=C(\CC(=O)O)c2nc3ccccc3s2)c1
 : -8 | -4 | 105 | -1.4 | -2 | 15 | -13 | 4.4 | 1.2 | -18 | 2.4
O=C(NNC(=S)Nc1ccc(Cl)cc1)c1cccs1
 : -8 | 18 | 102 | -3.9 | . | -3 | 13 | -1.6 | -6.7 | 2 | -2.4
CCSc1ccc([C@@H]2[C@H]3C(=O)N(C)C(=O)[C@H]3[C@]3(C(=O)OC)CCCCN23)cc1
 : 0 | 26 | 117 | 0.2 | -4 | 10 | -21 | -0.3 | 5.8 | -8 | 3.8
CCOc1ccccc1-n1c(SCC(=O)Nc2ccccc2C(=O)O)nc2ccccc2c1=O
 : -4 | 35 | 95 | -2.1 | -2 | 1 | 3 | 0.4 | -0.1 | 9 | -0.5
COc1cccc(C(=O)Nc2cccc(-c3ccc(N4CCOCC4)nn3)c2)c1OC
 : -1 | 1 | 108 | -1.3 | -14 | 10 | -15 | 3.7 | -1.5 | . | 2.3

Full records from above:
Results for O=C(NCc1ccc2c(c1)OCO2)Oc1ccccc1 = PKA-R1A activ = 8; Arr AP2 block = 21; DSG3 Ab inh = 100; E coli growth = 4.3; Mot1-301 SUMO = -2; Tat transport = -4; MOR-DOR inv ag = -3; phage Ecoli inh = 2.8; AddAB inh = -3.2; PfHsp90 yeast 2 = -14; MOR-DOR ag = 0.5
Results for COc1cccc(C(=O)Nc2cccc(-c3ccc(N4CCOCC4)nn3)c2)c1OC = PKA-R1A activ = -1; Arr AP2 block = 1; DSG3 Ab inh = 108; E coli growth = -1.3; Mot1-301 SUMO = -14; Tat transport = 10; MOR-DOR inv ag = -15; phage Ecoli inh = 3.7; AddAB inh = -1.5; PfHsp90 yeast 2 = .; MOR-DOR ag = 2.3
Results for Cc1ccc(C2(C)NC(=O)N(CC(=O)NC(=O)NC(C)C)C2=O)cc1 (centres undefined) = PKA-R1A activ = 1; Arr AP2 block = 9; DSG3 Ab inh = 94; E coli growth = -0.6; Mot1-301 SUMO = -3; Tat transport = -8; MOR-DOR inv ag = 4; phage Ecoli inh = 0.9; AddAB inh = 2.6; PfHsp90 yeast 2 = 19; MOR-DOR ag = -0.6

Later entries.
SMILES	PKA-R1A activ	Arr AP2 block	DSG3 Ab inh	E coli growth	Mot1-301 SUMO	Tat transport	MOR-DOR inv ag	phage Ecoli inh	AddAB inh	PfHsp90 yeast 2	MOR-DOR ag
Cc1cc(OC(=O)C2CC2)c([N+](=O)[O-])c(=O)[nH]1	-8	5	93	0.1	0	4	11	2.6	1.6	0	-1.5
COc1ccc(CN2CCCC(C(=O)N3CCCCC3)C2)cc1 (centres undefined)	3	5	102	-0.3	-7	4	9	0.0	0.9	0	-1.8
CCc1ccc(OCC(=O)Nc2ccc3oc(=O)ccc3c2)cc1	0	16	.	-1.1	83	5	4	-0.8	-1.4	0	-0.7
CC(=O)Nc1ccc(Nc2ccc(S(=O)(=O)C(F)(F)F)cc2[N+](=O)[O-])cc1	-13	-8	105	-2.0	51	1	-27	3.9	0.0	-48	4.7
O=C(Cn1nnc(-c2cccs2)n1)N1c2ccccc2Sc2ccc(C(F)(F)F)cc21	-4	-1	101	-1.8	48	5	3	4.2	-2.5	54	-0.6
COc1c(O)ccc(/C=N/NC(=O)c2ccc3c(c2)OCCO3)c1[N+](=O)[O-]	-4	7	99	-1.2	-9	3	20	0.1	1.4	-29	-3.6
Cc1ccc2c(c1)S/C(=C/c1ccc[n+](CCO)c1)N2C	2	-46	103	0.8	135	5	9	2.9	2.3	-1	-1.7
COc1ccc(C(=O)CCC(=O)N2CCN(c3cccc(Cl)c3)CC2)cc1	6	8	110	-2.3	6	3	7	2.0	3.7	.	-1.4
CCOC(=O)[C@H]1[C@H]2COc3ccc(OC)cc3[C@@H]2N2C(=O)c3ccc(F)cc3NC(=O)[C@@]12C	-6	24	98	-1.2	-1	-5	12	3.5	3.9	3	-2.1
CC1(C)Cc2c(cnn2-c2ccc(F)cc2)C(NC(=O)Cn2cncn2)C1 (centres undefined)	0	-3	115	-0.3	9	2	10	1.2	-0.1	11	-1.9
CCNC(=S)N/N=C/c1ccc(C#N)cc1	1	-3	105	-3.8	-23	-4	5	3.1	-0.9	-11	-1.0
C[C@H](NC(=O)c1nc[nH]c1C(=O)N[C@@H](Cc1ccccc1)C(=O)OCc1ccccc1)C(=O)OCc1ccccc1	9	-8	105	1.4	277	-4	-20	0.5	5.0	.	3.6
Cc1cccc(NC(=O)CC2NC3CCCCC3NC2=O)c1 (centres undefined)	-4	-11	.	-1.5	2	3	14	0.8	1.5	-13	-2.3
Cc1ccc(NC(=O)C(C)c2ccc(-c3ccccc3)c(F)c2)c(C)c1 (centres undefined)	-1	24	105	4.0	.	-3	-22	3.8	-0.2	10	4.1
CN(C(=O)COC(=O)c1n[nH]c2ccccc12)c1ccccc1	-4	2	105	3.2	-7	16	1	2.3	3.9	4	-0.3
CNC(=O)c1c(NC(=O)C(C)C)sc2c1CCC2	-9	21	100	1.2	4	1	16	1.7	2.0	7	-2.9
CCC/C=C1/CCCOC(C(=O)NCc2ccc(S(C)(=O)=O)cc2)(C(F)(F)F)C1 (centres undefined)	-4	27	103	1.7	-5	7	-11	2.8	0.7	5	1.9
O=C(OCn1nnc2ccccc2c1=O)c1ccco1	-3	12	98	0.3	8	-3	19	2.4	1.7	10	-3.5
c1ccc(OCc2nn3c(-c4cccnc4)nnc3s2)cc1	-4	10	100	1.7	-17	-1	-6	2.7	2.7	28	1.2
Cc1cc(C(=O)NNC(=O)Nc2ccc(Cl)cc2)no1	.	2	95	0.7	0	-2	.	-2.4	1.2	-11	.
CC(C)COc1ccccc1C(=O)NC(CO)C(=O)O (centres undefined)	5	-7	104	0.9	1	4	9	4.0	2.8	30	-2.0

High-throughput results (PubChem)

This is a random part of the collection; about 2.8% have a hit in one of these screens.
